NCI-60 one-dose screen, 48 h, at 10 µM unless noted. Numbers give growth in % (100 = growth as untreated, 0 = no growth, -100 = all killed).
SNB-19: SNB-19 CNS cancer cells; 81,000 compounds, 2.5% hits; AID 1794751
SF-268: SF-268 CNS cancer cells; 82,000 compounds, 3.1% hits
PC-3: PC-3 prostate cancer cells | 80,000 compounds, 3.9% hits | AID 1794754
SNB-75: SNB-75 CNS cancer; AID 1794750; 79,000 compounds, 5% hits
SF-539: SF-539 CNS cancer; 81,000 compounds, 6.8% hits
SF-295: SF-295 CNS cancer cells; 79,000 compounds, 5.6% hits; AID 1794758
HCC-2998: HCC-2998 colon cancer | 79,000 compounds, 4.7% hits | AID 1794799
U251: U251 CNS tumor cells; 80,000 compounds, 5.4% hits
An asterisk follows results filed as active; . = not tested or not shown; & = joins results of further samples; ! = not active in a repeat. The calls were made as follows: active = growth percent below 10; inactive = the rest.

SMILES	SNB-19	SF-268	PC-3	SNB-75	SF-539	SF-295	HCC-2998	U251
O=c1[nH][nH]c(=O)c2ncccc12	100	100	101	92	98	98	102	97
Clc1ccc(-c2ccnc3c2c(-c2ccc(Cl)cc2)nn3-c2ccccc2)cc1	100	101	96	76	96	107	100	102
O=Cc1cn(S(=O)(=O)c2ccc3ccccc3c2)c2ccccc12	90	83	74	85	89	89	104	94
O=C(N=Nc1c(O)[nH]c2ccc(Br)cc12)c1cc(-c2ccc(Cl)cc2)nc2ccccc12	54	73	42	105	63	55	27	38
Cc1ccc(O)c(C2C=CCC2)c1 (stereo not drawn)	111	113	108	112	112	100	106	95
CCCCC(NC(=O)c1cccc(N2C(=O)/C(=C/c3cccc(F)c3)SC2=S)c1)C(=O)O (stereo not drawn)	94	99	96	72	104	105	107	.
N#CCCC1(CCC#N)c2ccccc2C(=O)c2ccccc21	96	106	105	90	102	94	97	93
C=CCn1cc(/C=N\N=C2\C(=O)Nc3ccc(Cl)cc32)c2ccccc21	99	102	96	104	100	105	111	97
CC#CC(C)(C)N(C)C	101	100	99	90	.	101	107	85
CC(=O)C(C)C(=O)c1cc(C)c(Br)s1 (stereo not drawn)	105	113	93	91	103	98	105	.
O=C(NCCc1ccccc1)C1CCC(=O)N1Cc1ccc(Br)cc1 (stereo not drawn)	97	106	.	100	96	106	108	97
N#Cc1c2c([nH]c(=O)c1C#N)CCCCC2	100	104	94	92	109	102	101	103
COc1cc2nc(-c3ccc(C(F)(F)F)cc3)cc(OCCCN3CCC(O)CC3)c2cc1OC	62	50	41	-7.3*	45	-44*	52	46
O=C1CCCCc2cc(O)c(O)cc21	93	100	101	109	91	126	101	102
CCCN(CCC)C1N=C(C)Nc2c1sc(=O)n2-c1ccc(OC)cc1OC (stereo not drawn)	95	99	73	.	108	91	98	93
N#CC(Cc1cccc2ccccc12)c1cc2ccccc2[nH]1 (stereo not drawn)	98	89	75	88	102	96	99	92
Cn1c(=O)c2[nH]c(N/N=C/c3ccc(Br)cc3)nc2n(C)c1=O	89	92	90	60	81	113	104	98
C#C[C@]1(O)CC[C@@H]2C3[C@H](C)CC4=C(CCC(=O)C4)[C@H]3CC[C@@]21C (stereo partly drawn)	95	102	46	95	107	80	117	97
O=C1OC(c2ccccc2)(c2cc(Br)c(O)c(Br)c2)c2ccccc21 (stereo not drawn)	89	108	93	96	116	105	113	114
O=C(NNc1nc2ccccc2nc1/C=C/c1ccc([N+](=O)[O-])cc1)Nc1cccc(Cl)c1	80	66	38	98	85	97	75	72
Fc1ccc(Cc2cnc(Nc3ccc(F)cc3)s2)cc1	94	94	91	112	96	91	97	87
COC(=O)CC(CNC(=O)Nc1ccc(Cl)cc1Cl)C(=O)OC (stereo not drawn)	96	103	92	89	92	105	109	101
COc1ccc(/C=C/C(=O)c2c(O)cc(OC)cc2OC)cc1	88	83	79	86	94	112	107	79
O=C1C2C(C(=O)N1CC[Se][Se]CCN1C(=O)C3C(C1=O)[C@H]1C=C[C@@H]3C1)[C@H]1C=C[C@@H]2C1 (stereo partly drawn)	-56*	-46*	-13*	.	-87*	-78*	29	-90*
CC(N)C(Cc1ccccc1)c1ccc(Cl)cc1 (stereo not drawn)	92	92	68	70	90	84	84	86
CC(=O)CC(c1cccs1)c1c(-c2ccccc2)[nH]c2ccccc12 (stereo not drawn)	96	86	77	41	99	80	98	94
N#Cc1c(NC(=O)c2ccc(C(F)(F)F)cc2C(F)(F)F)sc2c1CCC(=O)C2	6.9*	27	2.7*	26	-80*	-22*	-3.0*	8.8*
COc1c(N2CC3CCCNC3C2)c(F)cc2c(=O)c(C(=O)N/N=C/c3c[nH]c4ccccc34)cn(C3CC3)c12 (stereo not drawn)	103	92	77	100	88	110	119	99
Cc1nc(Nc2ncc(C(=O)Nc3c(C)cccc3Cl)s2)cc(N2CCN(CCO)CC2)n1	40&69	30&28	41&54	-36*	-9.0*!	37&57	81&110	37&58
COc1ccc(C2CC(c3ccccc3)=NN2c2nc(-c3ccco3)c(C#N)c(=O)[nH]2)cc1 (stereo not drawn)	98	98	100	107	102	102	106	92

Three records drawn at random from those above:
SMILES	SNB-19	SF-268	PC-3	SNB-75	SF-539	SF-295	HCC-2998	U251
O=C(N=Nc1c(O)[nH]c2ccc(Br)cc12)c1cc(-c2ccc(Cl)cc2)nc2ccccc12	54	73	42	105	63	55	27	38
O=C1OC(c2ccccc2)(c2cc(Br)c(O)c(Br)c2)c2ccccc21 (stereo not drawn)	89	108	93	96	116	105	113	114
COc1c(N2CC3CCCNC3C2)c(F)cc2c(=O)c(C(=O)N/N=C/c3c[nH]c4ccccc34)cn(C3CC3)c12 (stereo not drawn)	103	92	77	100	88	110	119	99

Following part:
SMILES	SNB-19	SF-268	PC-3	SNB-75	SF-539	SF-295	HCC-2998	U251
Oc1ccccc1-c1nnc(CNc2ccc(F)c(Cl)c2)o1	103	89	91	91	90	106	85	98
COc1ccc2nc(Nc3cccc(NC(=O)c4ccc(CN5CCN(C)CC5)c(C(F)(F)F)c4)c3)ccc2c1	-97*	-55*	-8.1*	-40*	-100*	-98*	-99*	-77*
Fc1ccc2nc(-c3ccc(-c4noc(-c5ccc(Cl)cc5)n4)cc3)[nH]c2c1	110	105	102	110	100	.	106	103
O=C(CCCCCCN1CC(=O)N2[C@@H](c3ccccc3)c3[nH]c4ccccc4c3C[C@H]2C1=O)NO	67	82	60	.	63	57	86	52
NNCCc1ccc(NC(=O)CCCc2ccccc2)cc1	103	102	83	88	98	95	102	89
CCN(CC)c1ccc(/C=C/C(=O)c2ccc(Nc3nc(Nc4ccccc4)nc(Nc4ccccc4)n3)cc2)cc1	68	62	34	27	61	1.7*	66	43
Cn1c2c(c3ccc(Cl)c(Cl)c31)C(C#N)C(C)(C)NC2=O (stereo not drawn)	92	100	95	77	86	76	92	91
CC(=O)Cc1nc2c(sc3nc(C)c(Br)c(C)c32)c(=O)[nH]1	102	99	94	90	106	105	109	92
CC1CCC(=NNS(=O)(=O)c2ccc([N+](=O)[O-])cc2)CC1 (stereo not drawn)	99	99	93	89	102	101	.	105
CCOC(=O)c1cc(C#N)c2sc3ccccc3n2c1=O	95	91	109	93	100	126	126	104
COCCNC(C(=O)c1ccccc1)c1ccccc1 (stereo not drawn)	97	94	93	88	100	98	107	95
C/C(=N\N(Cc1ccccc1)c1ccccc1)c1ccccc1	97	110	104	84	109	131	109	94
CCN(CC)CCNC(=O)C1(c2ccccc2)CCCCC1	112	103	108	97	102	121	119	105
O=C1NC(=S)S/C1=C\c1ccccc1C(=O)O	101	111	94	103	103	89	102	.
COc1ccc(/C=N\NC(=O)CN2CCN(c3cc4c(cc3F)c(=O)c(C(=O)N/N=C/c3ccc(OC)c(OC)c3)cn4C3CC3)CC2)cc1OC	-0.8*	-11*	13	.	-22*	66	-11*	-16*
NC1=NC(c2cccc(Cl)c2)c2c(n[nH]c2N)N1 (stereo not drawn)	109	89	81	130	109	84	94	82
C=CC[N+](C)(C)C	99	112	98	94	98	-11*	103	101
CC(C)(C)n1cc(-c2ccnc(NCCCNS(=O)(=O)c3cccc(F)c3)n2)c(-c2ccc(Cl)c(O)c2)n1	103	96	68	110	104	108	114	106
COc1cc(C2Cc3ncccc3-c3nc(N)c4cccnc4c32)cc(OC)c1OC (stereo not drawn)	96	99	97	82	87	100	115	96
Nc1cc(Cl)ccc1S(N)(=O)=O	88	100	96	87	.	97	97	103
OCc1ccccc1SSc1ccccc1CO	97	78	89	61	97	100	95	94
CCc1cc(=O)n2c(-c3ccc(Cl)cc3)cnc2[nH]1	99	96	100	104	99	94	104	100
O=C1C[C@@H](c2ccccc2)Oc2cc(O)c(Cc3ccccc3O)c(O)c21	98	87	89	84	97	97	115	93
Cc1nccc2c3ccc(OCc4cn(-c5ccc(Br)cc5)nn4)cc3n(CCCc3ccccc3)c12	56	-15*	14	27	-60*	98	36	-61*
CN(N=O)C(=O)NC1C(NC(=O)N(C)N=O)N(C)C(=O)N1C (stereo not drawn)	100	102	105	99	97	98	109	106
Fc1ccc(-c2ccc(CCC3CC3)cc2)cc1	107	98	100	97	101	109	98	112
COc1ccc(S(=O)(=O)NCCCNc2nccc(-c3cn(C(C)(C)C)nc3-c3ccc(Cl)c(OC)c3)n2)cc1	96	58	58	51	90	91	124	99
CC(=O)OC1Oc2ccccc2-c2oc(=O)c(-c3ccc([N+](=O)[O-])cc3)cc21 (stereo not drawn)	104	88	71	68	96	100	110	83
CC(=O)C1=C(C)NC(=S)NC1c1ccc2c(c1)OCO2 (stereo not drawn)	99	100	98	90	99	104	108	98
CCCn1cnc2c(SCCc3ccccc3)nc(N)nc21	94	103	.	99	102	115	102	104
O=C(CBr)OCCCc1ccccc1	103	98	106	81	103	113	111	104
C/C(=N\Nc1ncc(-c2ccccc2)s1)c1cc2ccccc2o1	97	86	75	101	97	95	112	96
CCSc1nc(C)c(C)c(=O)[nH]1	99	103	95	96	98	106	81	104
CCCCCc1c(-c2n[nH]c(C)c2CCCCC)n[nH]c1C	.	105	96	95	97	94	114	100
COc1ccc2[nH]cc(-c3nc(-c4c[nH]c5ccncc45)cs3)c2c1	47	65	42	76	-83*	-57*	-46*	-49*
COc1ccc(/C=N/Nc2ncc(C(N)=O)c(N)n2)cc1	98	94	75	107	99	107	102	102
N#Cc1c(-c2ccc(Cl)cc2)nc(NN2C(=O)c3ccccc3C2=O)nc1N1CCOCC1	94	99	110	85	101	101	111	106
CNCCC=C1c2ccccc2CCc2ccccc21	96&106	93&94	84&72	58&67	101&56	151&103	89&66	94&82
COc1ccc2[nH]c3c(c2c1)CCNC3CC(C)CCC=C(C)C (stereo not drawn)	94	87	60	33	83	.	89	.

Structural class: those above with a Cl atom.
SMILES	SNB-19	SF-268	PC-3	SNB-75	SF-539	SF-295	HCC-2998	U251
Clc1ccc(-c2ccnc3c2c(-c2ccc(Cl)cc2)nn3-c2ccccc2)cc1	100	101	96	76	96	107	100	102
O=C(N=Nc1c(O)[nH]c2ccc(Br)cc12)c1cc(-c2ccc(Cl)cc2)nc2ccccc12	54	73	42	105	63	55	27	38
C=CCn1cc(/C=N\N=C2\C(=O)Nc3ccc(Cl)cc32)c2ccccc21	99	102	96	104	100	105	111	97
O=C(NNc1nc2ccccc2nc1/C=C/c1ccc([N+](=O)[O-])cc1)Nc1cccc(Cl)c1	80	66	38	98	85	97	75	72
COC(=O)CC(CNC(=O)Nc1ccc(Cl)cc1Cl)C(=O)OC (stereo not drawn)	96	103	92	89	92	105	109	101
CC(N)C(Cc1ccccc1)c1ccc(Cl)cc1 (stereo not drawn)	92	92	68	70	90	84	84	86
Cc1nc(Nc2ncc(C(=O)Nc3c(C)cccc3Cl)s2)cc(N2CCN(CCO)CC2)n1	40&69	30&28	41&54	-36*	-9.0*!	37&57	81&110	37&58
Oc1ccccc1-c1nnc(CNc2ccc(F)c(Cl)c2)o1	103	89	91	91	90	106	85	98
Fc1ccc2nc(-c3ccc(-c4noc(-c5ccc(Cl)cc5)n4)cc3)[nH]c2c1	110	105	102	110	100	.	106	103
Cn1c2c(c3ccc(Cl)c(Cl)c31)C(C#N)C(C)(C)NC2=O (stereo not drawn)	92	100	95	77	86	76	92	91
NC1=NC(c2cccc(Cl)c2)c2c(n[nH]c2N)N1 (stereo not drawn)	109	89	81	130	109	84	94	82
CC(C)(C)n1cc(-c2ccnc(NCCCNS(=O)(=O)c3cccc(F)c3)n2)c(-c2ccc(Cl)c(O)c2)n1	103	96	68	110	104	108	114	106
Nc1cc(Cl)ccc1S(N)(=O)=O	88	100	96	87	.	97	97	103
CCc1cc(=O)n2c(-c3ccc(Cl)cc3)cnc2[nH]1	99	96	100	104	99	94	104	100
COc1ccc(S(=O)(=O)NCCCNc2nccc(-c3cn(C(C)(C)C)nc3-c3ccc(Cl)c(OC)c3)n2)cc1	96	58	58	51	90	91	124	99
N#Cc1c(-c2ccc(Cl)cc2)nc(NN2C(=O)c3ccccc3C2=O)nc1N1CCOCC1	94	99	110	85	101	101	111	106

Screens from PubChem.
